D2 agonist – HTS Assay for Allosteric Agonists of the Human D2 Dopamine Receptor: Primary Screen for Agonists | HEK293 T-REx D2 cells, calcium flux agonist mode | D(2) dopamine receptor (Homo sapiens), P14416 | 0.53% of 340,000 active | activation, % at 2 µM | AID 485358, 2010;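 active = activation over 3 SD above normal in the single-dose calcium agonist read, cut at about 30% in these data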; note: 0% is about no effect
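Calcium-flux readout, 1 cycle/sec over 180 s following compound pin transfer, in inducible HEK293 Trex D2 cells (force-coupled); dopamine controls included. Positive calcium responses during this window marked compounds as potential agonists.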
D2 antagonist – HTS Assay for Allosteric Antagonists of the Human D2 Dopamine Receptor: Primary Screen for Antagonists | HEK293 TREx D2 cells, calcium flux, dopamine EC80 | inhibition, % at 10 µM | 2% of 340,000 active; in the data active = inhibition above about 30%; note: 0% is about no effect
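Inhibition of EC80 dopamine-driven calcium flux, recorded kinetically, defines activity here; cells are a tetracycline-induced HEK293 T-REx line expressing force-coupled D2.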
RXFP1 antagonist – qHTS Assay for Antagonists of the Relaxin Receptor RXFP1 | Relaxin receptor 1 (Homo sapiens), Q9HBX9 | activity change, negative = inhibition, % at 57.5 µM | 0.59% of 350,000 active | HEK293-RXFP1, relaxin-stimulated cAMP HTRF, 30 min; hits give low values;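 active = activity change of -60% or lower, but not beyond a set lower limit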; note: % is set by controls: 0 for no effect and ±100 for the full control effect
TRHR ag – qHTS for Small Molecule Agonists and Allosteric Enhancers of Human TRH Receptor: Primary Screen for Agonists; TRHR cells, calcium flux fluo-8, FDSS agonist mode; activation, % at 2 µM; 0.18% of 360,000 active; note: 0% is about no effect
Target sequence (P34981 whole entry, looked up): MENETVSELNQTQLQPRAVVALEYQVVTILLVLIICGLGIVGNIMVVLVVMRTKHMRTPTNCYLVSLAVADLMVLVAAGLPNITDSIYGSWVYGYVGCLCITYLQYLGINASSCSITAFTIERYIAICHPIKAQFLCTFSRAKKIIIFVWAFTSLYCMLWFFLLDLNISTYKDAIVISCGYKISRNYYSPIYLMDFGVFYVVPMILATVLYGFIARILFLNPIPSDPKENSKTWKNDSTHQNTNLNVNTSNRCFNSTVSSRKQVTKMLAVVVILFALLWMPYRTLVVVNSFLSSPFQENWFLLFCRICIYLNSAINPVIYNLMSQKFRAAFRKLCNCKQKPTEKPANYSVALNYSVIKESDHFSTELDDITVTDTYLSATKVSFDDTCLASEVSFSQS
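Steps: seed TRHR cells overnight; add fluo-8 no-wash Ca dye, RT 30 min–1.5 h; record 10 s baseline; pin-transfer compounds; monitor fluorescence 1 cycle/s for the agonist window. Calcium increases flag candidate agonists.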
TRHR PAM – qHTS for Small Molecule Agonists and Allosteric Enhancers of Human TRH Receptor: Primary Screen for Enhancers. TRHR cells, fluo-8 calcium fluorescence, EC20 TRH enhancement. 0.66% of 360,000 active. enhancement, % at 2 µM. AID 493056, 2011; in the data active = enhancement above about 30%; note: 0% is about no effect
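Enhancer read-out: after compound pinning and an initial kinetic agonist-mode read, an EC20 of TRH (10 nM final) was injected and fluo-8 calcium signal (Ex 480/Em 530) followed at 1 s/cycle for 100 cycles in TRHR-expressing cells.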
D2 PAM – HTS Assay for Positive Allosteric Modulators of the Human D2 Dopamine Receptor: Primary Screen for Potentiators; potentiation, % at 10 µM; HEK293 T-REx D2, calcium flux, EC20 dopamine potentiation; AID 485347, 2010; 0.34% of 340,000 active; D(2) dopamine receptor (Homo sapiens), P14416;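 active = potentiation over 3 SD above the plate norm, cut at about 30% in these data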; note: 0% is about no effect
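Calcium flux readout, no-wash dye, 1 read/s. Inducible HEK293 Trex D2 line, overnight 30 C. Compound alone 180 s (agonist flags), then EC20 dopamine, another 180 s to score potentiation.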
D1 potentiator – Potentiators of Human D1 Dopamine Receptor: qHTS; D(1A) dopamine receptor (Homo sapiens), P21728; HEK293 TREx D1 cells, calcium flux, dopamine EC20 potentiation; potentiation, % at 10 µM; 0.036% of 360,000 active; in the data active = potentiation above about 30%; note: 0% is about no effect
Target sequence (P21728 whole entry, looked up): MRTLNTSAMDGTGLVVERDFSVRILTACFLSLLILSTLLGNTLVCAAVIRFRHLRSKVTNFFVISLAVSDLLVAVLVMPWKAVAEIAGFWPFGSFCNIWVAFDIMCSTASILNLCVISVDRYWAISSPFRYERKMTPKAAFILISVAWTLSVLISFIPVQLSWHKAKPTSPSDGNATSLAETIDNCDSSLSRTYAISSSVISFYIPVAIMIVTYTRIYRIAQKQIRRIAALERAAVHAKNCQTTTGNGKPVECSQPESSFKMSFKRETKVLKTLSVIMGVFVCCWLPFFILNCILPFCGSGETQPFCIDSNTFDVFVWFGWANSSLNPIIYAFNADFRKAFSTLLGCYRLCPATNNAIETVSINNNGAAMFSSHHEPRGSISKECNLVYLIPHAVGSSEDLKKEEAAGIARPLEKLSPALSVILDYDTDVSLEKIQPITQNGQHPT
D1 antag – Antagonist of Human D 1 Dopamine Receptor: qHTS; 3.2% of 360,000 active; activity change, negative = inhibition, % at 10 µM; HEK293 TREx D1 cells, calcium flux, dopamine EC80; hits give low values; in the data active = activity change below about -30%; note: % is set by controls: 0 for no effect and ±100 for the full control effect
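Tetracycline-induced HEK293 Trex D1 cells, force-coupled to calcium, dye-loaded; compounds added and read 180 s, then EC80 dopamine added and calcium flux tracked kinetically another 180 s.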
D1 agonist – Allosteric Agonists of the Human D1 Dopamine Receptor: qHTS | activation, % at 2 µM | AID 504660, 2011 | D(1A) dopamine receptor (Homo sapiens), P21728 | 1% of 360,000 active | HEK293 T-REx D1 cells, calcium flux, agonist mode; note: 0% is about no effect
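Agonism was scored from calcium flux recorded over 180 s (1 read/s) after pintool compound addition, following a 10-cycle baseline. Cells were inducible force-coupled HEK293 TREx D1, plated overnight at 30 C and loaded with no-wash calcium dye.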
The depositor's hits bear a star; · = no result given; & = joins results of further samples. Cut-off read from the data, not from the text of the source, unless noted: active = activation above about 30%; inactive = the rest.

SMILES	D2 agonist	D2 antagonist	RXFP1 antagonist	TRHR ag	TRHR PAM	D2 PAM	D1 potentiator	D1 antag	D1 agonist
COc1ccc(C(=O)NC(C(=O)NCC2(N3CCCCC3)CCCCC2)C(C)C)cc1 (configuration not stated)	0.0	0	-3	-0.6	2	3	-3	17	1
Cc1nc(C(=O)N/N=C/c2[nH]ncc2Br)cs1	0.0	4	2	-0.3	3	-7	-1	9	1
CC(OC(=O)c1nc(Cl)ccc1Cl)C(=O)Nc1ccc2c(c1)OCCO2 (configuration not stated)	-0.2	0	-1	-0.2	2	1	-3	6	1
CN(C)CCCNc1cc(Cl)c(S(=O)(=O)N2CCCCC2)cc1C(=O)O	0.5	-19	21	-0.7	2	15	1	-10	3
Cc1n[nH]c(=O)nc1Nc1ccc(O)cc1	-1.4	5	3	-0.1	-1	-2	-3	1	2
CCCC[C@]12Cc3cc(C#N)ccc3C(O1)c1c(c3cc(F)ccc3oc1=O)O2	·	·	·	-0.9	-9	·	3	-17	0
CCc1ccc(NC(=O)c2ccc(F)c(S(=O)(=O)N(CC)c3ccccc3)c2)cc1	0.0	-9	-16	1.0	-3	-3	-3	-7	9
CCOC(=O)[C@H]1NN=C(C(=O)OC)[C@@H]1c1ccccc1	0.2	-8	-16	-0.1	1	-4	-7	-8	4
Cc1ccc(-c2ccc(C)c(N)c2C)c(C)c1N	0.7	2	2	-0.9	4	-23	6	-4	2
CC1CCN(S(=O)(=O)c2ccc3nc(N4CCN(c5ccccc5)CC4)ccc3c2)CC1	-0.4&0.5	5	14&-8	0.6&0.6	-1&2	0&9	9&-4	2&8	1&1
Cn1c(CN2CCCCC2)nc2cc(NC(=O)c3ccccc3)ccc21	34*	36*	-29	0.7	-2	-21	-3	3	0
COC(=O)c1ccc(NC(=S)Nc2cccc(C)n2)cc1	0.6	19	0	0.4	-2	7	-5	-5	0
Cc1ccnc(NC(=O)CCc2c[nH]c3ccccc23)c1	-0.1	-6	10	-1.1	-3	6	4	11	3
O=C1CSC(=S)N1N1C(=O)c2cccc([N+](=O)[O-])c2C1=O	0.0	-14	·	0.4	2	1	0	4	15
C/C(=N\NC(=S)Nc1cccc(C)c1)c1ccco1	70*	67*	-16	0.0	-9	-7	-2	-8	3
O=C(Nc1ccc(S(=O)(=O)N2CCCC2)cc1)c1cccnc1Cl	-0.2	-4	-9	0.5	2	-9	0	-28	4
CCC(=O)N1CCN(c2ccc(NC(=O)c3ccc(N4CCCC4)c([N+](=O)[O-])c3)cc2)CC1	0.2	-1	0	0.1	2	-11	1	1	1
CC(CNC(=O)C1CCN(S(=O)(=O)c2ccc3c(ccn3C)c2)CC1)c1ccccc1 (configuration not stated)	-0.9	·	6	-0.6	-9	-5	0	-3	0
O=C(/C=C/c1ccccc1)n1cnnc1SC/C=C/c1ccccc1	-0.3	-1	-3	-0.5	3	14	-3	6	1
COc1ccc(S(=O)(=O)N2CCN(C(=O)c3cc(C)oc3C)CC2)cc1	0.4	10	-3	-0.7	7	8	-3	-7	4
O=C(Nc1ccc(S(=O)(=O)N2CCCCC2)cc1)c1ccncc1	0.0	18	13	-0.2	-10	-2	-1	-1	8
C=CCn1c(Cc2ccccc2)nnc1SCc1nc2ccccc2c(=O)[nH]1	7.0	1	5	0.3	-6	-7	-6	8	4
COc1ccccc1-c1nn2c(-c3ccccc3Cl)nnc2s1	-0.1	-11	·	0.2	5	4	0	6	2
O=C(COc1ccccc1)Nc1ccc(N2CCN(C(=O)c3ccco3)CC2)cc1	0.3	7	-8	-0.3	-3	3	-4	-28	11
Cc1ccc(N(CC(=O)Nc2ccc(OC(F)(F)F)cc2)S(=O)(=O)c2c(C)noc2C)cc1	1.3	·	·	1.7	-4	-4	-2	-9	9

Entries of single compounds, looked up by structure. Screens in order: D2 agonist	D2 antagonist	RXFP1 antagonist	TRHR ag	TRHR PAM	D2 PAM	D1 potentiator	D1 antag	D1 agonist
Cc1n[nH]c(=O)nc1Nc1ccc(O)cc1 across the screens: -1.4	5	3	-0.1	-1	-2	-3	1	2
O=C(COc1ccccc1)Nc1ccc(N2CCN(C(=O)c3ccco3)CC2)cc1 across the screens: 0.3	7	-8	-0.3	-3	3	-4	-28	11
O=C(/C=C/c1ccccc1)n1cnnc1SC/C=C/c1ccccc1 across the screens: -0.3	-1	-3	-0.5	3	14	-3	6	1
Cc1ccnc(NC(=O)CCc2c[nH]c3ccccc23)c1 across the screens: -0.1	-6	10	-1.1	-3	6	4	11	3
CC(CNC(=O)C1CCN(S(=O)(=O)c2ccc3c(ccn3C)c2)CC1)c1ccccc1 (configuration not stated) across the screens: -0.9	·	6	-0.6	-9	-5	0	-3	0

Next compounds follow:
SMILES	D2 agonist	D2 antagonist	RXFP1 antagonist	TRHR ag	TRHR PAM	D2 PAM	D1 potentiator	D1 antag	D1 agonist
CC(C)NC(=O)CCCN1C(=O)CCn2nc(-c3cccn3C)cc21	0.6	·	-1	0.6	6	-3	3	-22	1
Cc1ccc(OCC(=O)Nc2cc(C(=O)O)cc(C(=O)O)c2)cc1C	0.3	-10	-2	2.2	0	24	-2	-4	1
Cc1ccccc1C(=O)NC1(C(F)(F)F)N=C(c2ccccc2)N(Cc2ccccc2)C1=O (configuration not stated)	-0.2	·	·	-4.3	-1	-3	-2	-3	8
Cc1noc(/C=C/Nc2ccc(F)cc2F)c1[N+](=O)[O-]	2.2	-3	-36	3.4	-6	-3	-6	-30	12
COCCNC(=O)c1ccccc1-c1nc(-c2ccccc2OC)no1	-0.2	-25	-7	0.2	-3	1	1	9	1
COc1ccccc1/C=N/Nc1cc(C)nc2ccc(C)cc12	-5.5	4	-16	-3.8	8	3	-6	7	6
CCc1ccccc1NC(=O)CCCSc1nc(-c2ccco2)cc(C(F)(F)F)n1	-0.2	·	-6	0.3	-4	-11	-3	-2	5
Cc1ccc(C)c(NS(=O)(=O)c2ccc3c(c2)CCCN3C(=O)C2CCC2)c1	0.1	·	-63*	-0.5	-3	-10	-4	5	1
O=C(Nc1ccc(F)cc1)C1C2CCC3C(CCC21)C3(Cl)Cl (configuration not stated)	0.1	-12	-33	0.9	3	-7	-12	-25	4
CN(Cc1ccccc1)c1nc2c(S(=O)(=O)c3ccccc3)nnn2c2ccsc12	0.3	·	5	0.1	-4	0	-1	-3	1
Cc1ccc(C2=NN(C(=O)CCCC(=O)O)C(c3ccco3)C2)cc1 (configuration not stated)	·	·	-11	-0.3	-8	-2	-3	-13	74*
CCOC(=O)c1c(C)[nH]c(C)c1S(=O)(=O)N(C)CC(=O)Nc1cccc(F)c1	-0.6	-2	2	-1.9	-3	11	-1	-10	0
CCOC(=O)CNC(=O)Cn1cnc2sc(C)c(S(=O)(=O)N3CCOCC3)c2c1=O	0.7	8	0	0.3	12	8	-1	5	3
COCc1nc2c([nH]1)c(=O)n(C)c(=O)n2CC(C)C	1.5	0	·	0.3	4	10	-1	8	1
CSc1sccc1/C=C(/C#N)C(=O)c1ccco1	-0.6	-29	-24	1.4	6	6	8	24	4
Nc1ccc(NC(=O)c2cccs2)c(Cl)c1	0.5	9	5	0.0	3	-7	-4	4	2
CCCCn1nc2cc(C(=O)NCC34CC5CC(CC(C5)C3)C4)ccc2c1OC	0.2	-13	·	-1.8	-4	9	-8	-9	1
Cn1c(N)c(C(C[N+](=O)[O-])c2c(F)cccc2Cl)c(=O)n(C)c1=O (configuration not stated)	1.1	-7	10	-0.1	-6	-5	-2	39	2
COc1ccc(NC(=S)N2CCC(N(C)CCN3CCOCC3)CC2)cc1Cl	0.2	-16	18	0.2	0	-2	0	-16	2
Cc1cccc(N2C(=O)C3CC3C2=O)c1 (configuration not stated)	1.3	-8	-19	0.1	-2	-2	6	-17	3
Cc1ccc(N(C(=O)c2ccc(Br)o2)C2C=CS(=O)(=O)C2)cc1 (configuration not stated)	0.6	-10	·	0.2	5	23	·	-26	2
Cc1ccc(C(=O)NCCCNC(=O)c2ccco2)cc1C	·	·	3	0.3	4	·	-4	-28	2
CC(C)CCNC(=O)N1CCN(S(=O)(=O)c2ccc3c(ccn3C)c2)CC1	0.3	·	·	-0.7	-8	2	3	-22	0
CC(C)c1ccc(NCCC(=O)c2ccc(Br)cc2)cc1	0.0	7	18	0.9	-1	-6	-7	-8	2
N#Cc1ccc(CSc2nnc(NC(=O)c3ccc(=O)[nH]c3)s2)cc1	0.1	6	1	0.1	-4	-21	-4	-9	1

Reformatted with bars between the fields: 2 of the compounds above
mol | D2 agonist | D2 antagonist | RXFP1 antagonist | TRHR ag | TRHR PAM | D2 PAM | D1 potentiator | D1 antag | D1 agonist
Cc1ccc(N(C(=O)c2ccc(Br)o2)C2C=CS(=O)(=O)C2)cc1 (configuration not stated) | 0.6 | -10 | · | 0.2 | 5 | 23 | · | -26 | 2
Cc1ccc(C(=O)NCCCNC(=O)c2ccco2)cc1C | · | · | 3 | 0.3 | 4 | · | -4 | -28 | 2

Going on with the list.
SMILES	D2 agonist	D2 antagonist	RXFP1 antagonist	TRHR ag	TRHR PAM	D2 PAM	D1 potentiator	D1 antag	D1 agonist
CCCN(c1ccc(C(C)C)cc1)S(=O)(=O)c1ccc2c(c1)CCN2C(=O)CC	-0.1	·	·	-1.0	3	·	-5	11	4
COc1cccc(-c2cc3nc4c(c(N5CCC6(CC5)OCCO6)n3n2)CCCC4)c1	-1.4	-8	-11	0.3	4	14	5	6	0
CC(C)c1nc(SCC(=O)NC(=O)NC(C)(C)C)n[nH]1	-0.5	-7	-15	0.3	12	-2	-7	-6	1
Cn1c(=O)cc(OCCCC(=O)N2CCCCC2)c2ccccc21	-0.4	-7	-9	-0.3	1	2	1	5	1
O=C(NNC(=O)C1CC1)c1cccc([N+](=O)[O-])c1	1.5	-9	1	0.4	2	7	2	2	3
Cc1cccc(CC(=O)NCC2CCCCC2)c1	0.1	1	0	-1.2	-5	3	-2	-2	1
O=C(O)CSCC(=O)NCc1ccccc1Cl	-0.2	7	1	0.1	4	-12	4	5	1
COc1ccc(C2c3[nH]c4ccccc4c3CCN2CCCn2cccn2)cc1C (configuration not stated)	0.7	5	-2	0.3	-4	-11	-1	-11	2
COC(=O)/C(=C\C=C\c1ccccc1)NC(=O)c1ccccc1	-0.3	19	-1	-0.4	-4	-1	-5	-30*	0
Cc1cc(O)c(C(=O)c2ccccc2C(=O)O)cc1C	0.3	-16	-5	0.6	9	2	-1	0	2
CN(C)CCCN(C(=O)c1ccc(Cl)s1)c1nc2cc3c(cc2s1)OCO3	0.1	-7	-10	0.4	1	-10	-7	1	10
O=C(Cn1nnc(-c2ccc(CN3CCOCC3)cc2)n1)N1CCCc2ccccc21	0.2	6	-7	0.5	-2	-8	4	-1	2
COc1ccc(CCNC(=O)C(C)c2ccc([N+](=O)[O-])cc2)cc1 (configuration not stated)	3.1	-4	6	3.7	-2	1	4	-8	28
CCOC(=O)c1[nH]c2ccc(OC)cc2c1NC(=O)CCN1CCSCC1	1.0	-3	5	0.2	-1	10	-1	-2	2

Compound activity deposited in PubChem by National Center for Advancing Translational Sciences (NCATS).
